Bioassay records as filed in PubChem.
MKP-1 inh = MKP-1 phosphatase inhibitors, primary screen, biochemical, in vitro; recombinant MKP-1, OMFP hydrolysis fluorescence; inhibition, %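 (compounds tested at a single concentration somewhere between 10 and 100 µM)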; 65,000 compounds, 0.15% hits; AID 374, 2006;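 active = inhibition above about 50%, limit read from the data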;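 note: 0% = DMSO max control wells and 100% = wells with enzyme stopped by NaOH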
Target sequence (P28562 whole entry, looked up): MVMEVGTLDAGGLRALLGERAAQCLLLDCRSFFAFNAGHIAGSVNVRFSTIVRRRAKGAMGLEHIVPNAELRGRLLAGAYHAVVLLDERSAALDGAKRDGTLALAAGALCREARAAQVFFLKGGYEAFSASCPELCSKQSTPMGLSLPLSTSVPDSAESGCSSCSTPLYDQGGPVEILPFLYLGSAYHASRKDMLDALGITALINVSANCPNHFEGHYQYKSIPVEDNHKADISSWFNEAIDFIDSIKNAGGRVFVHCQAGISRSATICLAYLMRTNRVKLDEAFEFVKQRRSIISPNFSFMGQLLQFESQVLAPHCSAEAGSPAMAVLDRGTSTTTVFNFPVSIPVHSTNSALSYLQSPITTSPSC
Fluor 339 460 = intrinsic fluorescence of library compounds, ex339/em460 – biochemical, MLSMR library, data from DPM-DC assay, artefact control, profiling panel. fluorescence fold increase at 10 µM. compound autofluorescence, ex339/em460 nm, NADH buffer; active compounds read high; 1 = no-compound wells, NADH background. AID 709, 2007. 65,000 compounds, 5.5% hits;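 active = at 10 µM, mean starting fluorescence two-fold or more over control wells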;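 note: signal is the first read of a kinetic run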
PKA inh = inhibitors of human PKA kinase activity, primary screen, biochemical, ATP-depletion luminescence, Kemptide substrate. PKA Kemptide phosphorylation, Kinase-Glo ATP luminescence. inhibition, % at 6 µM. 65,000 compounds, 0.1% hits. AID 524, 2006;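 active = inhibition above the screen-wide mean inhibition plus 3 SD, cut at about 21% in these data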; note: many of its hits are not listed in these tables
Her2 expr inh = inhibitors of Her2 protein expression, primary screen, SKBR-3 cells, AlphaScreen, 66K library | Receptor tyrosine-protein kinase erbB-2 (Homo sapiens), P04626 | AID 645, 2007 | 65,000 compounds, 0.69% hits | SKBR-3 HER2 protein level, 18-24 h; active compounds read low | HER2 level % of control, % at 10 µM;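 active = HER2 level under 5% of the carrier-only control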;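 note: 100% = DMSO carrier and 0% = 500 nM PU-H71 HSP90 inhibitor; lower value means stronger loss of Her2 protein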
Abs 340nm = compound light absorbance at 340 nm, profiling panel, artefact control, biochemical, MLSMR library, data from PS, PMK, MK assays | compound absorbance at 340 nm, fold over control | fold change at 10 µM | 65,000 tested, under 10 active | AID 708, 2007;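 active = at 10 µM dose, initial 340 nm absorbance at least 2 fold that of control wells; inactive = change under 2 fold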;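 note: initial absorbance extrapolated from kinetic A340 decline of NADH oxidation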
Hsp90 block = tumor Hsp90 inhibitors, primary screen, cell lysate, fluorescence polarization, NCI-N417 lysate | Heat shock protein HSP 90-alpha (Homo sapiens), P07900 | Cy3B-geldanamycin FP displacement | 64,000 compounds, 0.35% hits | inhibition, % at 30 µM | AID 429, 2006;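 active = inhibition above 50%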;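 note: 0% = tracer plus lysate wells and 100% = tracer alone without lysate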
Cdc25B inh = inhibitors of Cdc25B phosphatase catalytic domain, primary screen, biochemical, OMFP fluorescence; M-phase inducer phosphatase 2 (Homo sapiens), P30305; AID 368, 2006; 65,000 compounds, 0.1% hits; recombinant Cdc25B, OMFP fluorescence Ex485/Em525; inhibition, %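 (compounds tested at 10 µM final in the well)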; in the data active = inhibition above about 50%
JNK3 inh = JNK3 kinase activity inhibitors, primary screen, biochemical, human, purified enzyme | HTS | inhibition, % at 8 µM | 60,000 compounds, 0.61% hits; in the data active = inhibition above about 17%;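 note: 0% = DMSO and 100% = reference inhibitor; many of its hits are not listed in these tables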
Target sequence (P53779 whole entry, looked up): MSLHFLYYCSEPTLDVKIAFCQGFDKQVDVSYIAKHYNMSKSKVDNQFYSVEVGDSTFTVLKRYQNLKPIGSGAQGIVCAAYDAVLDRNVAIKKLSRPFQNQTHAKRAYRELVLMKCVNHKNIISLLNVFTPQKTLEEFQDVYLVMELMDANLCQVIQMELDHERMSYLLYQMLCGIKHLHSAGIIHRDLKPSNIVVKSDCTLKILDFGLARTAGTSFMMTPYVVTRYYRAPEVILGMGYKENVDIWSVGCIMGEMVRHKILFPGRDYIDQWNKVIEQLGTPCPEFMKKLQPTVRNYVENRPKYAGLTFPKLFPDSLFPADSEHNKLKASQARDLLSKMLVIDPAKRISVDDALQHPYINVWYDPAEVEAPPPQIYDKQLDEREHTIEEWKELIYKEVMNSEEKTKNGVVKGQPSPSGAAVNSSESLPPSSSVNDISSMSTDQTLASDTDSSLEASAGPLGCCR
ROCK2 inh = inhibitors of human ROCK2 kinase, primary screen, biochemical, high-throughput, luminescence; AID 604, 2007; purified ROCK2, Kinase-Glo ATP depletion luminescence; inhibition, % at 6 µM; 60,000 compounds, 0.35% hits;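 active = inhibition above the screen-wide mean inhibition plus 3 SD, cut at about 18% in these data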;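 note: plate controls were DMSO wells for no effect and Y-27632 control wells after no-enzyme background subtraction for full effect; many of its hits are not listed in these tables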
The depositor's hits bear a star; / = no result given.

A first look, 6 compounds:
1. Cc1cc(S(=O)(=O)N(Cc2ccc3c(c2)OCO3)CC2CCCO2)ccc1-n1cnnn1 (stereo not drawn)
2. CCOc1ccccc1N1CCN(C(=O)Nc2cccc(Cl)c2)CC1
3. CCn1c(COc2ccccc2OC)nnc1SCC#N
4. COc1cc(C(=O)OCC(=O)Nc2ccc3c(c2)OC(F)(F)O3)ccc1OCc1c(C)noc1C
5. COCC(=O)N(Cc1ccccc1)c1ccccn1
6. Cc1cnc(C(=O)OCC(=O)Nc2ccc(Oc3ccccc3)cc2)cn1
Compound	1	2	3	4	5	6
MKP-1 inh	12	7	-30	/	17	-6
Fluor 339 460	1.1	1.1	1.1	1	1	1
PKA inh	4	4	-14	12	5	1
Her2 expr inh	107	95	102	84	145	102
Abs 340nm	1	1.1	1	1	0.99	1.1
Hsp90 block	2	3	-1	/	-5	0
Cdc25B inh	-5	-1	-16	/	3	5
JNK3 inh	/	-3	-5	/	/	0
ROCK2 inh	/	-1	-2	/	/	2

The whole of this part (from the top)
1. Cc1cc(S(=O)(=O)N(Cc2ccc3c(c2)OCO3)CC2CCCO2)ccc1-n1cnnn1 (stereo not drawn)
2. CCOc1ccccc1N1CCN(C(=O)Nc2cccc(Cl)c2)CC1
3. CCn1c(COc2ccccc2OC)nnc1SCC#N
4. COc1cc(C(=O)OCC(=O)Nc2ccc3c(c2)OC(F)(F)O3)ccc1OCc1c(C)noc1C
5. COCC(=O)N(Cc1ccccc1)c1ccccn1
6. Cc1cnc(C(=O)OCC(=O)Nc2ccc(Oc3ccccc3)cc2)cn1
7. CN(C)S(=O)(=O)N1CCN(c2ccc(Cl)cc2)CC1
8. O=C(NCc1ccco1)c1ccc2c(c1)N(Cc1ccccc1)C(=O)CS2=O (stereo not drawn)
Compound	1	2	3	4	5	6	7	8
MKP-1 inh	12	7	-30	/	17	-6	0	-5
Fluor 339 460	1.1	1.1	1.1	1	1	1	1	1.1
PKA inh	4	4	-14	12	5	1	-2	1
Her2 expr inh	107	95	102	84	145	102	101	109
Abs 340nm	1	1.1	1	1	0.99	1.1	1	1
Hsp90 block	2	3	-1	/	-5	0	-2	-2
Cdc25B inh	-5	-1	-16	/	3	5	-2	-5
JNK3 inh	/	-3	-5	/	/	0	7	1
ROCK2 inh	/	-1	-2	/	/	2	-1	-5

9. CC(C)NC(=O)Cn1cc(C#N)c2cc(Br)ccc21
10. O=C(NC(=O)c1ccccc1)NC1(C(F)(F)F)OCCO1
11. O=C(NCc1ccc2c(c1)OCO2)C1CCCN1C(=O)Nc1cccc(F)c1 (stereo not drawn)
12. O=C(CSc1nc2ccccc2[nH]1)N1CCN(c2ccc(F)cc2)CC1
13. Fc1ccccc1N1CCN(C(c2cccs2)c2nnnn2CCc2ccccc2)CC1 (stereo not drawn)
14. Cc1cc(COc2ccccc2OCCN2CCN(C)CC2)no1
15. CCOC(=O)Cn1nnnc1C(CC)N(Cc1cc2c(C)cc(C)cc2[nH]c1=O)C1CCCC1 (stereo not drawn)
16. COc1cccc(N2C(=O)N(c3ccccc3)C3CS(=O)(=O)CC32)c1 (stereo not drawn)
Compound	9	10	11	12	13	14	15	16
MKP-1 inh	-5	-1	-1	25	-11	-17	8	13
Fluor 339 460	1.1	1.1	1.1	1.1	1.1	1.1	1.1	1
PKA inh	8	8	12	-5	0	3	8	14
Her2 expr inh	97	/	109	83	89	107	96	71
Abs 340nm	1	1	0.94	1	1.1	1	1	1
Hsp90 block	-15	-5	0	-3	-3	-1	0	-2
Cdc25B inh	-14	-9	4	0	-1	7	-27	-6
JNK3 inh	-3	1	/	-7	-9	2	0	-4
ROCK2 inh	1	7	/	0	-4	-10	6	6

17. O=C(COC(=O)c1ccc(S(=O)(=O)NCc2ccco2)cc1)NCCC1=CCCCC1
18. COc1cc(S(=O)(=O)N2CCN3CCCC3C2)ccc1-n1cnnn1 (stereo not drawn)
19. O=C(O)CCn1c(C2CCCCC2)nc2ccccc21
20. CCOC(=O)c1[nH]c2c(c1C)C(=O)CC(c1ccc(OC)c(OC)c1)C2 (stereo not drawn)
21. CCCCC(CC)CNS(=O)(=O)c1ccc2c(c1)CCN2C(=O)CCC(=O)O (stereo not drawn)
22. CCCCn1c(=O)c(-c2ccccc2)c(O)c2ccccc21
23. COc1ccc(S(=O)(=O)N2CCN(C(=O)CCC3CCCC3)CC2)cc1
24. CCOC(=O)C1=C(O)C(Nc2nccs2)(C(F)(F)F)N=C1C (stereo not drawn)
Compound	17	18	19	20	21	22	23	24
MKP-1 inh	5	-9	4	-1	31	-16	-4	15
Fluor 339 460	1.1	1.1	1.1	1.1	1	1.1	1.1	1.1
PKA inh	14	-1	4	-13	5	14	5	10
Her2 expr inh	111	90	119	88	108	111	73	90
Abs 340nm	1	1.1	1.1	1	0.99	1	1	1
Hsp90 block	-5	-2	0	-5	1	-4	-4	-2
Cdc25B inh	7	4	-11	-17	-8	-1	-15	3
JNK3 inh	4	-3	-10	/	2	0	-5	-2
ROCK2 inh	6	-4	-14	/	5	6	1	2

The final 2 records of the part above lead into the next.
Value order: MKP-1 inh, Fluor 339 460, PKA inh, Her2 expr inh, Abs 340nm, Hsp90 block, Cdc25B inh, JNK3 inh, ROCK2 inh
23) COc1ccc(S(=O)(=O)N2CCN(C(=O)CCC3CCCC3)CC2)cc1
    -4, 1.1, 5, 73, 1, -4, -15, -5, 1
24) CCOC(=O)C1=C(O)C(Nc2nccs2)(C(F)(F)F)N=C1C (stereo not drawn)
    15, 1.1, 10, 90, 1, -2, 3, -2, 2
25) CC(=O)OCCNc1cc(N2CCN(C)CC2)c2noc3c2c1C(=O)c1ccccc1-3
    -5, 0.98, 12, 93, 0.99, 35, -6, -20, 8
26) COc1ccc(-c2nnc(CSc3nc4ccccc4c(=O)n3C)o2)cc1OC
    21, 1.1, 7, 98, 0.94, 0, 10, -1, 4
27) Cc1cc(NC(=O)CSc2nc3ccccc3c(=O)n2Cc2ccc(F)cc2)no1
    38, 1.1, 10, 93, 1, -4, -17, 5, 3
28) COC(=O)c1ccc(S(=O)(=O)c2ccc(C(=O)OC)s2)s1
    1, 1.1, 10, 92, 1, 2, -2, 2, 5
29) CCN(CC)c1ccc(NC(=O)c2cc(OC)cc(OC)c2)c(C)c1
    -2, 1.1, 6, 78, 1, -5, -14, -11, 5
30) Cc1cc(=O)n2nc(N3CCCC3C(=O)NCCCN3CC(C)CC(C)C3)sc2n1 (stereo not drawn)
    -8, 1, 0, 97, 0.98, 0, -4, 2, -1
31) NC(=S)c1ccc(C(N)=S)o1
    20, 1, -4, 102, 1.2, -3, -6, -3, 13
32) COc1ccccc1C(=O)N1CCN(c2cccc(C(F)(F)F)c2)CC1
    6, 1.1, 3, 77, 1, -5, -17, -5, -3
33) CC(=Nc1ccccc1)Nc1ccccc1
    2, 1.1, 4, 95, 1.1, 2, 0, -4, 4
34) c1ccc(-c2nnc(Cn3c4ccccc4c4nc5ccccc5nc43)o2)cc1
    31, 3.6*, 5, 87, 1.1, 1, -1, 7, 0
35) O=C(NCCN1C(=O)CSC1=O)c1ccccc1
    4, 1, 4, 81, 0.98, 1, -12, -7, -1
36) Cc1cc(NC(=O)CSc2nc3sc4c(c3c(=O)n2C)CCCC4)no1
    -6, 1.1, 14, 112, 1.1, -2, 5, 4, 11
37) COC(=O)[C@H](Cc1ccccc1)NC(=O)N1CC(C)OC(C)C1 (stereo partly drawn)
    -9, 1.1, -2, 108, 1, -2, -1, 2, -7
38) Cc1cc2ccccc2c(=O)n1CC(=O)Nc1ccc2c(c1)OCO2
    -16, 1.2, 22*, 82, 0.98, 2, -2, 4, 13
39) CCOC(=O)C(NC(=O)c1cccnc1)(Nc1cccc(C)n1)C(F)(F)F (stereo not drawn)
    -7, 1.3, 6, 89, 1, -2, 3, 6, 5
40) CCc1ccc(OCCCC(=O)O)c(Br)c1
    4, 1.1, 11, 91, 1, 0, 1, -1, 10
41) O=C(Nc1ccccc1C(=O)NCc1ccco1)NC1CCCCC1
    -2, 1.1, 4, 85, 1, /, -8, /, /
42) CC(C)(C)C(=O)CC(=O)Nc1ccc(Cl)c(N)c1
    -2, 1.1, 12, 122, 0.98, -2, -13, -4, 6
43) CCSc1nnc(NC(=O)CN(C)S(=O)(=O)c2ccc(F)cc2)s1
    22, 0.74, 5, 86, 1, -3, -9, 0, 4
44) COc1ccc(CNC(=O)C2CC(=O)N(c3ccc(OCC(=O)N4CCCCC4)cc3)C2)cc1 (stereo not drawn)
    26, 1.1, 9, 128, 0.98, -12, -4, 4, 4
45) COc1ccc(NC(=O)C2CCCCN2S(=O)(=O)c2ccc(F)cc2)cc1 (stereo not drawn)
    2, 1.1, 8, 82, 0.99, 2, -10, -1, 2
46) Cc1cc(=O)oc2cc(NC(=O)C3COc4ccccc4O3)ccc12 (stereo not drawn)
    28, 1.8, 0, 114, 1.1, -3, -3, -4, 5
47) Cc1nnc(SCCn2c(N3CCC(C)CC3)nc3c2c(=O)n(C)c(=O)n3C)s1
    23, 1.1, -6, 97, 1, -3, 2, -5, 5
48) CCN(CC)S(=O)(=O)c1cccc(C(=O)Nc2ccc(Cl)cn2)c1
    10, 1, 12, 97, 1, -4, -2, 13, 0
49) Cc1ccc2[nH]c(=O)c(CN(Cc3cccs3)Cc3nnnn3CC3CCCO3)cc2c1 (stereo not drawn)
    4, 1.3, 1, 108, 1, 3, 7, -7, 7
50) Cc1n[nH]c(=O)nc1NCc1ccccc1Cl
    -25, 1.1, 5, 100, 0.97, -2, -3, 3, 10
51) CCC(=O)NCCc1cc2cc(C)c(C)cc2[nH]c1=O
    -2, 1.6, 5, 86, 1.1, 0, -5, 0, 9
52) CCCc1cc(-c2[nH]ncc2-c2ccc3c(c2)OCCCO3)c(O)cc1O
    38, 1.1, 5, 10, 1, 78*, 2, 8, 9
53) CCN(C(=O)c1coc(=O)c2ccccc12)c1cc(OC)ccc1OC
    5, 1.1, 2, 91, 1, -2, 10, -1, 6
54) Cc1cc(-c2ccccc2C(=O)NCc2ccccc2)on1
    0, 1.1, 7, 112, 1, -5, -6, 0, 8
55) Cc1cccc(-c2noc(CCc3ccccc3)n2)c1
    2, 1.1, -5, 107, 1.1, -2, -7, 4, 1
56) CCN(CC)C(=O)Oc1ccc2c(=O)c(-c3ccc(OC)cc3)coc2c1
    16, 1, 10, 107, 1, 0, -24, 4, 6
57) CCNC(=O)CC1SC(=Nc2ccccc2C)N(C)C1=O (stereo not drawn)
    3, 1.1, -6, 102, 0.96, -1, -5, -8, -5
58) O=C(NC1CCCCC1NC(=O)c1cccs1)c1cccs1 (stereo not drawn)
    0, 1, 6, 96, 1.1, 0, -5, 0, 4
59) CC(C)C(=O)N1CCC(CN=Cc2c(O)n(C3CCCCC3)c(=O)n(C3CCCCC3)c2=O)CC1
    42, 1.1, 6, 40, 1, -2, -11, -1, 3
60) COc1cc2[nH]c(=O)n(CCC(=O)N3CCN(c4cccc(C)c4C)CC3)c(=O)c2cc1OC
    37, 0.99, 7, -23*, 1, /, -8, /, /
61) CCN(CC)CCN1C(=O)C(=O)/C(=C(/O)c2c(C)[nH]c(C(=O)OC)c2C)C1c1ccco1 (stereo not drawn)
    0, 1, 2, 84, 1, -10, -21, 2, 5

Not all compounds are listed (hit frequency here may not be typical).
